Screening data from PubChem BioAssay.
3T3 cytotox: NIH 3T3 cell cytotoxicity; NIH 3T3 viability, CellTiter-Glo ATP luminescence, 48-72 h; Potency, µM (highest dose often 96.7 µM), inactives show top-dose activity change, negative = cytotoxicity, most hits filed as inhibitors; hit rate 4.3% among 94,000; AID 1345082; further: potency means the concentration at half of the fitted maximal effect; nearly all actives have a fitted effect of over 55% in size
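Luminescent ATP readout (CellTiter-Glo, 10 min RT) after 48 or 72 hr compound exposure of NIH 3T3 cells seeded at 400 cells/well in 1536-well format; quantitative HTS.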
GPT2 inh: GPT2 alanine aminotransferase inhibition | Q8TD30 | Recombinant GPT2, coupled pyruvate oxidase/HRP Amplex Red fluorescence | Potency, µM (doses to about 57.7 µM), for the others: top-dose activity change, negative = inhibition, actives largely listed as inhibitors | hit rate 0.25% among 100,000; further: potency means the concentration at half of the fitted maximal effect; nearly all actives have a fitted effect of over 60% in size; many of its hits are not listed in these tables
Target sequence (Q8TD30 whole entry, looked up): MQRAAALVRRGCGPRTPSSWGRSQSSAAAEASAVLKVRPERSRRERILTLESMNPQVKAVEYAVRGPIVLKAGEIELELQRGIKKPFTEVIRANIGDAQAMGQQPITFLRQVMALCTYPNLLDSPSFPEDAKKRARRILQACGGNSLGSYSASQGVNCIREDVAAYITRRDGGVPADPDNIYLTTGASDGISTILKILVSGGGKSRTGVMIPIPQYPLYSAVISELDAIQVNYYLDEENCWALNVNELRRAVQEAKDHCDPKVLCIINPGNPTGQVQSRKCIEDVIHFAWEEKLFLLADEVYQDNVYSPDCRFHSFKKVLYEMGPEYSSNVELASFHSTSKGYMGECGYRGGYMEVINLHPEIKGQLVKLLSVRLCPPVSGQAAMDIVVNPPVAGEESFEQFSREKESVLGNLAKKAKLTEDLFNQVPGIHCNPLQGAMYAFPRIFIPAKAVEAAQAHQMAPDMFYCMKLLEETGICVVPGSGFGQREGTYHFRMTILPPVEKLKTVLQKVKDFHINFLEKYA
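Fluorescence of coupled pyruvate oxidase/HRP/Amplex Red system (50uM Amplex, 30 min, dark) reports pyruvate formed by GPT2. Enzyme reaction: 10ng/uL GPT2, 2mM L-alanine, 250uM a-KG, 30 min room temperature, pH 7.5; 50uM AOA control.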
HEK293 viab: counter-screen for SNCA expression inhibitors: cell viability; HEK-293-SNCA-luc viability, GF-AFC fluorescence, 24 h; AID 1671193; hit rate 0.12% among 150,000; Potency, µM (doses to about 57.1 µM), for inactives: at the highest dose activity change, negative = cytotoxicity, usual class: cytotoxic;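 further: potency means the concentration at half of the fitted maximal effect; 0% = DMSO-treated cells and -100% = medium-only wells without cells; nearly all actives have a fitted effect of over 30% in size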
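Cytotoxicity counterscreen: after 24 h compound treatment of genome-edited SNCA-luciferase HEK-293 cells, live-cell protease substrate GF-AFC read by fluorescence after 30 min; activity scaled between DMSO (0%) and medium-only (-100%), curves Hill-fitted.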
FLuc inh: blocks purified firefly luciferase enzyme activity; P08659; purified P. pyralis luciferase, luminescence, biochemical; Potency, µM (titrated, usually from 115 µM), for inactives: top-dose activity change, negative = inhibition, most hits filed as inhibitors; hit rate 2.5% among 76,000; AID 1347043; further: potency means the concentration at half of the fitted maximal effect; nearly all actives have a fitted effect of over 65% in size
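Cell-free enzyme assay, 10nM P. pyralis luciferase, luciferin and ATP each at 10uM. Inhibition profiled over a 6-point titration, read as luminescence.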
IP6K1 inhibitor: inhibitors of human IP6K1. activity change, % (series mostly up to about 58 µM). hit rate 0.81% among 140,000. IP6K1 kinase, ADP-Glo luminescence, 2 h; hits give low values. Q92551; in the data active means activity change below about -25%
Target sequence (Q92551 whole entry, looked up): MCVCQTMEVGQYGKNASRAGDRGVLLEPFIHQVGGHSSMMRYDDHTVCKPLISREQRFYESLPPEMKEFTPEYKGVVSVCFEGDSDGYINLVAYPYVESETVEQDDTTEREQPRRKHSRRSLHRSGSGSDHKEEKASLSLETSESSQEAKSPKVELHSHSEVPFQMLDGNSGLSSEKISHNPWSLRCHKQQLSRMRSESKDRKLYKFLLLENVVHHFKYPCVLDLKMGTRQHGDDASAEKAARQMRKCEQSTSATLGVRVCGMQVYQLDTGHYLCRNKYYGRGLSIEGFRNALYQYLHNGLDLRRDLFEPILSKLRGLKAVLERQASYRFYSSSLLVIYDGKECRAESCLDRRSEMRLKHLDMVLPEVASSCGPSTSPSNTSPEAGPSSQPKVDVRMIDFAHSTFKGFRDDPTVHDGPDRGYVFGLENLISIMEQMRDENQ
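ADP-Glo luminescence measures ADP made by human IP6K1 during a 2 h RT reaction with ATP/IP6 (mix at 1.3 mM/130 uM); top library doses 57.5 and 19.1 uM final.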
SNCA expr inhib: inhibitors of alpha-synuclein (SNCA) gene expression; HEK-293 SNCA-luciferase knock-in, luminescence, 24 h; AID 1671194; hit rate 0.17% among 140,000; Potency, µM (doses to about 57.2 µM), for inactives: top-dose activity change, negative = inhibition, actives largely listed as inhibitors;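 further: potency means the concentration at half of the fitted maximal effect; plate controls were DMSO cells for no effect and cell-free wells for full effect; nearly all actives have a fitted effect of over 45% in size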
HEK cytotox: HEK 293 cell cytotoxicity; HEK 293 viability, ATP luminescence (CellTiter-Glo), 48-72 h; Potency, µM (doses to about 115 µM), for the others: at the highest dose activity change, negative = cytotoxicity, most hits filed as inhibitors; hit rate 6.6% among 94,000; AID 1345083; further: potency means the concentration at half of the fitted maximal effect; nearly all actives have a fitted effect of over 60% in size
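Pintool-delivered compounds were incubated with HEK 293 cells (250 cells/well) at 37 degree Celsius for 48 or 72 hr. ATP-dependent luminescence (CellTiter-Glo) then reported remaining viable cells.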
Numbers without * were called inactive; i = inactive; ? = inconclusive; · = no result given; [ ] = another dose, or the depositor's remark. Unless noted, the call rests on the fitted dose curve; in most records, active means well fitted curve in the direction sought with a large enough effect; inconclusive means small, poorly fitted or top-dose-only effect, or another doubt; inactive means no such curve, though single readings can be large; an effect the other way counts as inactive or inconclusive. Unless noted, on the % scale 0 is the no-effect control and ±100 the full control effect.

SMILES | 3T3 cytotox | GPT2 inh | HEK293 viab | FLuc inh | IP6K1 inhibitor | SNCA expr inhib | HEK cytotox
CN1C(=O)CS(=O)(=O)C12CCN(C(=O)COc1ccc(Cl)cc1)CC2 | ? | -1% | 1% | -6% | 16 | -10% | -24%
Cc1sc2ncn(CC(=O)N(C)c3cccc(C(F)(F)F)c3)c(=O)c2c1S(=O)(=O)N1CCN(c2ncccn2)CC1 | · | · | -3% | · | -15 | 7% | ·
CC(=O)NCCNC(=O)c1ccc(-c2cncnc2)cc1 | -18%[138 µM] | · | · | · | 4 | · | -8%[172 µM]
O=C1CC(c2noc(-c3ccc4c(c3)OCO4)n2)CN1c1ccc(F)c(Cl)c1 (stereo not drawn) | -5% | 3% | -4% | 4% | 2 | 4% | -5%
Cn1cc(CNC(=O)C[C@@H]2C[C@H]3O[C@H](CNC4CCCCC4)[C@@H](O)[C@H]3O2)cn1 | i | -1%[88.5 µM] | -4%[87.6 µM] | -1%[172 µM] | 6 | 2%[87.6 µM] | 1%[172 µM]
CNC(=O)c1cc(C2CC2)nc2onc(C3CCCN3C(=O)Cc3ccccn3)c12 (stereo not drawn) | -16% | · | · | · | 15 | · | -11%
c1coc(-c2nc3nccc(-c4cc5ccccc5o4)n3n2)c1 | ? | -8% | 2% | -17% | -3 | 37%[activator] | ?
COc1ccc(Br)cc1C1Sc2ccccc2NC2=C1C(=O)c1ccccc12 (stereo not drawn) | · | · | -24% | · | 7 | ? | ·
COc1cccc(CN2C(=O)C3(SCC(=O)N3c3ccc(F)cc3)c3ccccc32)c1 (stereo not drawn) | · | · | -5% | · | 9 | ? | ·
COC(=O)N1CCN(c2nccc(Nc3ccccc3F)n2)CC1 | ? | 1%[88.5 µM] | ? | · | 5 | 62%[activator][87.6 µM] | 89µM*
Cc1nn(-c2ccc(F)cc2)c(Oc2ccccc2F)c1CCC(=O)N(C)C(C)C | ? | -9% | -27% | 6% | 3 | -42% | 35µM*
O=C(c1ccccc1F)N1CCC(O)(c2csc(CN3CCc4ccccc4C3)n2)CC1 | -21% | i | -7% | 5% | 14 | -27% | ?
COc1cccc(CNC(=O)C(=O)NCC(c2ccco2)S(=O)(=O)c2ccccc2)c1 (stereo not drawn) | · | · | -10% | · | -9 | -35% | ·
CCC1(O)CC2c3cc(OC)c(OC)cc3CCN2CC1CC(C)C (stereo not drawn) | · | 4% | -12% | · | 5 | · | ·
CC(C)(C)NC(=O)N1CCCC(c2nc(CCOCC3CCOCC3)no2)C1 (stereo not drawn) | i | i | 6% | -4% | -3 | -24% | i
Cc1ccccc1-n1c(/C=C/c2c(C)n(C)c3ccccc23)nc2ccccc2c1=O | · | · | 2% | · | 2 | -6% | ·
CC(=O)N1CCC([C@@H]2CN(Cc3cccc(C#N)c3)C[C@H]2CO)CC1 | i | i | -4%[12.5 µM] | 4% | -8 | 38%[activator] | 5%
O=C(c1ccc(F)cc1)N1CCC2(CC1)CN[S+](=O)([O-])c1ccccc1N2 | i | -11% | 1% | -2% | 13 | -9% | i
CCOC(=O)c1noc2nc(C)n(CC(=O)Nc3ccccc3F)c(=O)c12 | · | · | 11% | · | -3 | 37%[activator] | ·
O=C(NC1CCN(c2nc3ncccc3o2)CC1)C1CCCC1 | -21%[138 µM] | -4%[88.5 µM] | -30%[87.6 µM] | 3%[172 µM] | 9 | 25%[87.6 µM] | -21%[172 µM]
CCOc1ccccc1NC(=O)CSc1c(C)cnc2c1c(=O)n(C)c(=O)n2C | · | · | 3% | · | -2 | 22% | ·
CC(=O)Nc1ccc(C(=O)Nc2ccc3c(c2)N(C2CCCC2)C(=O)c2ccccc2S3)cc1 | · | · | -28% | · | 11 | ? | ·
COc1ccc(NC(=O)CN2C(=O)CSc3ccc(S(=O)(=O)N(C)C)cc32)cc1Cl | · | · | -3% | · | -16 | 18% | ·
COc1cccc(NC(=O)Cn2c(=O)n(Cc3ccco3)c(=O)c3cc(OC)c(OC)cc32)c1 | · | · | -16% | · | 9 | 4% | ·
COc1cccc(OC)c1C(=O)Nc1cccc(-c2cn3ccsc3n2)c1 | · | · | -5% | · | 13 | 44%[activator] | ·
Cc1cc(C(=O)NCC2(COc3ccccc3)C[C@@H](O)[C@@H](O)C2)n(C)n1 (stereo partly drawn) | -26%[174 µM] | -11%[88.5 µM] | -2%[87.6 µM] | 3%[172 µM] | -4 | -15%[87.6 µM] | -3%[172 µM]
CC(C)N1C(=O)C2(CCCCC2)C1C(=O)NCCCN1CCCc2ccccc21 (stereo not drawn) | ? | i | 8% | -9% | -18 | 7% | 79µM*
Cn1ncc(N2CCC(C(=O)NCC3CCN(Cc4ccc(F)cc4)CC3)C2)cc1=O (stereo not drawn) | -5% | 3% | 3% | 9% | -9 | 24% | -25%
CCn1cc(S(=O)(=O)c2cccc(C)c2)c(=O)c2cc(F)c(N3CCN(c4ccccc4)CC3)cc21 | · | · | -4% | · | -20 | 5% | ·
CC(C)(C)C(=O)N1CC[C@@H]2[C@H]1C(=O)N(c1ccc(F)c(Cl)c1)C(=O)N2Cc1ccccc1 | i | -3% | -6% | 6% | 7 | 11% | 4%
COc1cccc(C(=O)N2CCCN(c3nc4ncccc4o3)CC2)c1 | -28%[138 µM] | -5%[88.5 µM] | -6%[87.6 µM] | 4%[172 µM] | -1 | 32%[activator][87.6 µM] | ?
O=C1NC2(CCCN(C(=O)C3CCCC3)C2)Oc2ccccc21 (stereo not drawn) | -24%[138 µM] | i | -5%[87.6 µM] | -13%[172 µM] | 33 | 35%[activator][87.6 µM] | ?
CSc1ccc(CNC(=O)CCc2conc2-c2cccc(C)c2)cc1 | -15% | -9% | 5% | 0% | 4 | 49%[activator] | ?
O=C(CSc1nc(=O)n(Cc2ccco2)c2c1CCC2)NCc1ccc(F)cc1 | · | · | 3% | · | 9 | -13% | ·
O=C(C1CCN(c2nccc(Nc3ccccc3Cl)n2)CC1)N1CCC(c2ccccc2)CC1 | 40µM* | i | -8% | · | 2 | ? | 32µM*
Cn1cnc(S(=O)(=O)N2CCCC(c3nc(-c4cnccn4)no3)CCNC(=O)CC2)c1 (stereo not drawn) | -14% | i | 7% | -6% | 37 | -19% | -13%
Cc1cccc(Nc2cc(C)nc3nc(Cc4ccc(Cl)cc4)nn23)c1 | · | · | -7% | · | 10 | -16% | ·
CCC(=O)N1CCc2c(C(=O)Nc3ccc(OC)c(OC)c3)cccc21 | -16% | -8% | -1% | 2% | -8 | ? | -16%
Cc1cc(S(=O)(=O)C(CNC(=O)COc2ccccc2)c2cccs2)ccc1F (stereo not drawn) | · | · | 12% | · | 12 | -3% | ·
Cn1ccnc1C(=O)C1CCCN(Cc2cc(=O)c3cccc(Cl)c3[nH]2)C1 (stereo not drawn) | ? | 3% | -14% | 1% | -18 | 1% | ?
O=C(Nc1ccc(F)cc1)[C@@H](c1ccccc1)N1Cc2ccccc2C1=O | · | · | 1% | · | -4 | -3% | ·
O=C(CCn1ccn2nc3c(c2c1=O)CCCC3)Nc1cccc(OC(F)(F)F)c1 | -15% | 2% | -1% | 5% | -9 | 2% | 1%
CCn1cc(S(=O)(=O)N2CCCC(c3nn[nH]n3)C2)cn1 (stereo not drawn) | -10% | i | 4% | 0% | 5 | 3% | -2%
COc1ccc(NC(=O)N2C[C@@H]3C[C@H](C2)c2ccc(NC(=O)Nc4cccc(C#N)c4)c(=O)n2C3)cc1 | -7% | -22% | -25% | -28% | 3 | ? | -24%
COc1ccc(C(=O)N2CCC(N3C[C@H](O)C[C@H]3C(=O)NC3CCCCC3)CC2)c(OC)c1 | ? | i | 5% | 6% | 4 | -27% | -4%
Cc1cnc(C(=O)N2CCC(c3nnc(CN4CCCC4)n3C3CC3)CC2)cn1 | -2% | 3% | -4% | -3% | 15 | 10% | -6%
COc1ccc(NC(=O)Cn2c(-c3ccc(F)cc3)nc(C)cc2=O)cc1OC | ? | i | -22% | 7% | 2 | 3% | ?
NC(=O)c1cc(S(=O)(=O)N2CCN(c3ccc(F)cc3)CC2)cs1 | · | · | 5% | · | 3 | -7% | ·
COc1cccc(C(=O)N2CCOCC2CC(=O)N2CCNC(=O)C2)c1 (stereo not drawn) | 5% | ? | 3% | 3% | 11 | -3% | i
O=C(N[C@@H]1CN(c2ncccn2)C[C@H]1CO)c1ccco1 | -10% | 4% | 2% | -1% | 6 | 0% | -4%
Later entries.
SMILES | 3T3 cytotox | GPT2 inh | HEK293 viab | FLuc inh | IP6K1 inhibitor | SNCA expr inhib | HEK cytotox
CCCCOc1ccc(C(=O)NCCc2sc(-c3ccc(OC)c(OC)c3)nc2C)cc1 | · | · | 12% | · | 9 | ? | ·
O=C(CCn1ccn2nc3c(c2c1=O)CCCC3)NC1CCCCCC1 | i | 1% | -1% | 7% | 14 | 2% | -12%
CNC(=O)c1ccc2nc(-c3cccnc3)oc2c1 | ? | -7%[88.5 µM] | 0%[87.6 µM] | · | 5 | 45%[activator][87.6 µM] | -7%[172 µM]
O=[S+]1([O-])N(Cc2ccccc2)C[C@H](O)[C@]12CCN(Cc1ccc(OC(F)F)cc1)C2 | ? | · | · | · | -1 | · | ?
O=C(CCc1c[nH]c2ccccc12)N1CCC(c2nccn2CC2CC2)CC1 | -18% | i[11.5 µM] | -1% | 10% | 18 | 12% | 1%
CS(=O)(=O)N(C1CC1)C1CCOC2(CCN(C(=O)Nc3ccccc3)CC2)C1 (stereo not drawn) | -6% | i | 1% | -18% | 7 | 16% | -3%
CNC(=O)[C@H]1C[C@]2(CCCCN(C)C2=O)N(C(=O)Cc2cccs2)[C@H]1c1ccccc1 | ? | · | · | · | -8 | · | 5%
COc1cccc(CNC(=O)CCNS(=O)(=O)c2ccc3c(c2)CCCC(=O)N3)c1 | · | · | -3% | · | -3 | 8% | ·
CCN1c2cc(C(=O)Nc3cccc(F)c3)ccc2C(=O)N2CCCCCC21 (stereo not drawn) | ? | i | ? | -21% | 33 | 18% | ?
COC(=O)[C@@H]1Cc2c([nH]c3ccccc23)[C@H]2C[C@H](NCc3cccs3)C[C@@H](c3ccc(F)cc3)N21 | 22µM* | -4% | -26% | 0% | -6 | -24% | 28µM*

Arranged by number of heavy atoms (falling): part of the list above.
SMILES | 3T3 cytotox | GPT2 inh | HEK293 viab | FLuc inh | IP6K1 inhibitor | SNCA expr inhib | HEK cytotox
COC(=O)[C@@H]1Cc2c([nH]c3ccccc23)[C@H]2C[C@H](NCc3cccs3)C[C@@H](c3ccc(F)cc3)N21 | 22µM* | -4% | -26% | 0% | -6 | -24% | 28µM*
CCCCOc1ccc(C(=O)NCCc2sc(-c3ccc(OC)c(OC)c3)nc2C)cc1 | · | · | 12% | · | 9 | ? | ·
O=[S+]1([O-])N(Cc2ccccc2)C[C@H](O)[C@]12CCN(Cc1ccc(OC(F)F)cc1)C2 | ? | · | · | · | -1 | · | ?
CNC(=O)c1ccc2nc(-c3cccnc3)oc2c1 | ? | -7%[88.5 µM] | 0%[87.6 µM] | · | 5 | 45%[activator][87.6 µM] | -7%[172 µM]

An excerpt; rates above refer to the full screens.
